E-sel TNF inh: blocks E-selectin expression induced by TNF alpha; HUVEC TNFa-induced E-selectin immunofluorescence, high content; inhibition, % at 2 µM; 0.71% of 120,000 active; AID 1246;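 active means inhibition above the batch mean plus 3 SD, and confirmed as a hit on visual image review, cut at about 43% in these data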;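 further: 0% = TNF-stimulated DMSO wells and 100% = unstimulated control wells; not every result past the cut was called active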
* = called active by the depositor. An excerpt; count on the stated rates, not on these rows.

compound,E-sel TNF inh
CC(C)NC(=O)CCn1nc(-c2ccc(Cl)cc2)c2ccccc2c1=O,0
COc1ccc(NC(=O)C2CCCN(S(=O)(=O)c3c(C)[nH]c(=O)[nH]c3=O)C2)cc1OC (centres undefined),-16
O=C(Nc1nnc(-c2ccco2)o1)c1cccc(N2C(=O)CCC2=O)c1,-1
Cc1ccc(-c2nn(-c3ccccn3)c(=O)c3ccccc23)cc1,-9
COCCN(CCOC)C(=S)Nc1cc(S(=O)(=O)N(C)C)ccc1C,-12
CC(=O)NC(NC(=S)Nc1ccccc1Br)C(Cl)(Cl)Cl (centres undefined),1
CCN1CCN(C(c2cccs2)C(C)NS(=O)(=O)c2ccccc2)CC1 (centres undefined),2
CC(/C=C/c1ccccc1F)=N\NC(=O)c1ccccc1,-6
O=C(CSc1ccc2nnc(-c3cccnc3)n2n1)c1ccccc1,-30
Cc1ccc(C)c(NS(=O)(=O)c2ccc(OCC(=O)NCC3CCCO3)cc2)c1 (centres undefined),24
Cc1cc(NC(=O)CSCc2ccccc2)no1,8
Cc1[nH]c2ccc(F)cc2c1CCN(Cc1ccco1)C(=S)NC(C)(C)C,-24
CN(C)c1ccc(C(=O)c2ccccc2C(=O)O)cc1[N+](=O)[O-],-15
CCOc1ccc(C(=O)NNC2CC(=O)N(Cc3ccc(Cl)cc3)C2=O)cc1OC (centres undefined),-32
COC(=O)c1ccc(CN2C(=O)NC(CC(C)C)C2=O)cc1 (centres undefined),0
CSc1cccc(NC(C)C(=O)NCc2ccccc2)c1 (centres undefined),-26
N#CC(c1ccc(Cl)cc1)c1cccc(Cl)n1 (centres undefined),-22
CC1CN(C)C(C)c2c1oc1ccc(N)cc21 (centres undefined),5
CCC(=O)c1ccc(N2CCCCC2)c(F)c1,6
COc1ccc(C(=O)NCc2ccc(C(=O)NCC(OC)OC)cc2)cc1OC,-13
CN(Cc1ccccc1)c1ncnc(N)c1[N+](=O)[O-],7
CCc1ccccc1NC(=O)CCN1C(=O)C2C3CCC(C3)C2C1=O (centres undefined),-17
Cc1cc(C(=O)COC(=O)c2ccc(O)cc2)c(C)n1CC1CCCO1 (centres undefined),-10
O=C(COc1ccccc1[N+](=O)[O-])Nc1ccc(NC(=O)c2cc3ccccc3o2)cc1,-42
Cc1cccc(NC(=O)CSc2nncn2-c2ccccn2)c1,-18
O=Cc1c(N2CCOCC2)nc2ccccn2c1=O,9
Cc1ccc(C)c(NC(=O)C(=O)NCCc2c[nH]c3ccccc23)c1,-15
COc1ccc(C2CC(=O)N(CC(=O)NCC3CCCO3)c3ccccc3S2)cc1 (centres undefined),9
COc1ccc(/C=C/C(=O)N(C)c2ccccc2C(=O)O)cc1,-6
Nn1c(=O)[nH]c2ccccc2c1=O,-15
Cc1ccccc1Nc1scc(-c2ccc(Cl)cc2)[n+]1-c1ccccc1C,0
O=C(O)c1ccc(NCc2nc3ccccc3n2CCOc2ccccc2Cl)cc1,35
O=C(Cc1ccc(Cl)cc1Cl)OCC(=O)N1CCN(C(=O)c2ccco2)CC1,-27
Nc1nc(N2CCCCC2)c(C=O)c(N2CCCCC2)n1,55
CCc1cccc(NC(=O)CN(C)S(=O)(=O)c2cccs2)c1,11
CCOC(=O)C1(CCOc2ccccc2)CCN(Cc2ccncc2)CC1,-9
CCCCNC(=S)N/N=C/c1sccc1C,14
COc1ccc2ccccc2c1/C=N/N1C(=O)CSC1=S,-14
O=C(CN1CCN(C(c2ccccc2)c2ccccc2)CC1)Nc1ccc(N2CCOCC2)cc1,0
O=C(Nc1ccc2ncccc2c1)c1ccccc1Cl,-12
Cc1cc(C)c(NC(=O)C(=O)NCc2ccco2)c(C)c1,-31
COC(=O)COc1ccc2cccc(-n3cnnn3)c2c1,-15
CC1CCN(c2nc3ccccc3n2CC(=O)c2ccccc2)CC1,-2
O=C(Nc1cccc(C(=O)O)c1)/C(=C\c1ccccc1)NC(=O)c1ccccc1,3
O=c1cc(O)c(-c2cccc(C(F)(F)F)c2)c(Cl)[nH]1,14
CCOc1ccc(N2C(=O)C(CC(=O)Nc3ccc(F)cc3)N(Cc3ccccn3)C2=S)cc1 (centres undefined),5
CC(CC(=O)N1CCN(c2ccc(C(F)(F)F)cn2)CC1)n1ccnc1 (centres undefined),12
O=C(CC1(c2ccc(Cl)cc2)C2CC3CC(C2)CC1C3)NCCO (centres undefined),9
CC1=NNC(=O)C1CCC(=O)N/N=C\c1ccc(Cl)c(Cl)c1 (centres undefined),12
COC(=O)[C@@H]1CCCN1C(=O)CCc1nnc(CCC2CCCCC2)o1,-21
COc1ccc(NC(=S)NC(=O)c2ccccc2Cl)cc1,1
C/C(=N\NC(=O)c1ccc([N+](=O)[O-])cc1)c1cccc([N+](=O)[O-])c1,12
CCN(CC)S(=O)(=O)c1cccc(NC(=O)c2ccccc2Br)c1,34
O=C(Nc1ccccn1)c1sc2cccc(F)c2c1Cl,1
C=CCNC(=O)C1CCN(c2cc(C)nc(-c3ccccc3)n2)CC1,2
O=C1NC(=Nc2ccccc2)S/C1=C/c1cccs1,30
Cc1ccc2cc(C)c(SCC(=O)NCc3ccco3)nc2c1,-16
C/C(=N\N=C(c1ccccc1)c1ccccc1)c1ccco1,-30
COC(=O)c1ccccc1S(=O)(=O)N1CCn2cccc2C1C (centres undefined),-10
COCCn1nnnc1SCC(=O)NCc1ccc2c(c1)OCO2,-19

Additional compounds follow.
compound,E-sel TNF inh
O=C(c1ccc2ccccc2c1)N1CCN(S(=O)(=O)/C=C/c2ccccc2)CC1,26
COc1ccc2c(C)cc3nncn3c2c1,-15
Cc1ccc(S(=O)(=O)N2CCOCC2)cc1NC(=O)COC(=O)c1cc(=O)[nH]c2ccccc12,-32
Cc1cc(Nc2ccc(O)cc2)n2c(nc3ccccc32)c1C#N,8
Cc1ccc(COC(=O)c2ccc3c(c2)C(=O)N(CCCN2CCOCC2)C3=O)cc1,-39
Cc1cc(C)cc(C(=O)NN2CCN(C)CC2)c1,29
COC(=O)c1cc(-c2ccc(Cl)cc2Cl)n[nH]1,-3
CC1CN(C(=O)COC(=O)c2nn(-c3ccccc3)c(=O)c3ccccc23)CC(C)O1 (centres undefined),-14
CCOc1cc(C(=O)OCC(=O)Nc2cc(C)on2)ccc1OCC(C)C,17
CC1CN(Cc2cn(C)nc2-c2ccc(Oc3ccccc3)cc2)CCN1C (centres undefined),-9
O=C(Nc1nc2ccccc2[nH]1)c1ccc(Cl)c([N+](=O)[O-])c1,-59
COc1ccc(N=Nc2c(C)[nH][nH]c2=O)cc1,-1
Cn1c(-c2ccccn2)[n+](C)c2ccccc21,11
CC(=O)OCCn1c(C)[n+](CCOC(C)=O)c2cc(Cl)c(Cl)cc21,9
O=c1c2ccccc2cnn1-c1ccc(Cl)nn1,1
Cc1nc2ccccn2c1C(=O)CSc1ccccc1,-20
CN(C)S(=O)(=O)c1ccc(Cl)c(-c2nnc3n2CCCCC3)c1,-20
O=C1c2cccc([N+](=O)[O-])c2C(=O)N1CCO,3
COc1ccc(Cc2noc(CN(C)Cc3cccc(-n4cccn4)c3)n2)cc1OC,5
CC(=O)Nc1ccc(S(=O)(=O)N2CCN(c3cc(C)nc4ncnn34)CC2)cc1,-24
S=C(NCc1ccco1)NC1CCCc2ccccc21 (centres undefined),-30
CC12COC3(C(=O)Nc4ccccc4F)CC1CCC32C (centres undefined),10
O=C(CSc1ncnc2ccccc12)NCC(=O)c1ccccc1,20
COc1cccc2cc(C(=O)NCCC3=CCCCC3)c(=O)oc12,-26
CCS(=O)(=O)c1ccc(O)c(NC(=O)COc2ccc(Cl)cc2)c1,13
CCOc1ncccc1C(=O)OCc1ccc([N+](=O)[O-])cc1,13
CCOC(=O)CCc1c(C)nc(-n2[nH]c(C)c(CCO)c2=O)[nH]c1=O,2
O=C(CCCN1C(=O)/C(=C/c2cccs2)SC1=S)Nc1cccnc1,-25
COc1ccc(NC(=O)Cc2ccc(-c3ccccc3)cc2)cn1,-27
O=C(c1ccc(Cl)c(S(=O)(=O)N2CCCC2)c1)N1CCN(c2ccccc2)CC1,15
Cc1ccsc1/C=N/Nc1nc(=O)[nH]nc1C,9
CC(=O)c1cccc(N(C(=O)Cn2nnc3ccccc32)C(C(=O)NCC2CCCO2)c2ccc(N3CCOCC3)cc2)c1 (centres undefined),-10
Cc1cc(C)cc(-n2nnn(C3C/C(=N/NC(N)=S)C4OCC3O4)c2=S)c1 (centres undefined),15
O=C(c1cc(S(=O)(=O)N2CCOCC2)ccc1Cl)N1CCN(c2ccccn2)CC1,-4
N#Cc1ccc(C(=O)Nc2cccc3cccnc23)c(F)c1,2
CCOCCCNC(=O)c1ccc2c(=O)n(CCCOCC)c(=S)[nH]c2c1,-5
c1cc2c(cc1-n1cnnn1)OCO2,23
O=C(NCCO)Nc1ccc2nc(-c3ccco3)c(-c3ccco3)nc2c1,11
COc1ccc(C(=O)NNC2=Nc3cccc4cccc2c34)cc1,25
COc1ccc(NC(=S)N(CCN2CCOCC2)C2CCN(C(C)=O)CC2)cc1Cl,17
COc1ccc(NC(=O)c2ccc3c(c2)NC(=O)CS3)cc1S(=O)(=O)Nc1ccc(Br)cc1,0
O=C(CN1C(=O)C(=O)c2ccccc21)OCN1C(=O)c2ccccc2C1=O,8
O=C(Nc1cccc(NC(=O)c2cccs2)c1)c1ccc2c(c1)OCCO2,-20
COc1cc(CN(C)Cc2cc(=O)n3ccsc3n2)ccc1OC(F)F,-31
Cc1nc(N=C(N)N)nc2ccccc12,11
O=C(Oc1ccccc1-c1csnn1)c1cccs1,3
COc1cc(C(c2c(C)[nH][nH]c2=O)c2c(C)[nH][nH]c2=O)cc([N+](=O)[O-])c1O,11
COc1ccc(N=c2oc3cc(O)ccc3cc2C(=O)Nc2ccccn2)cc1OC,22
Cn1ccnc1SCC(=O)Nc1ccc2c(c1)OC(F)(F)O2,-15
CCOc1cc(/C=N\NC(=O)OC)ccc1OC(=O)c1ccco1,10
COc1ccc(C)cc1-n1c(=O)c2ccccc2c2ccccc2c1=O,38
CC1=C(Cl)C2=NS(=O)(=O)CCN2C=C1Cl,7
CN(C)CCC(=O)c1cccc(Br)c1,-57
O=C(COC(=O)c1c(Cl)ccc(Cl)c1Cl)NC1CCS(=O)(=O)C1 (centres undefined),-40
OCCNc1nc(Nc2ccc(Br)cc2)nc2ccccc12,3
Cc1ccccc1OCCOC(=O)c1nc2nccc(C)n2n1,-26
Cc1nc(N2CCOCC2)c2c(C)c(C(=O)Nc3ccccc3C(F)(F)F)sc2n1,2
FC(F)(F)c1nnc2n1N=C(c1cccs1)CS2,-13
O=Nc1onc(-c2ccc([N+](=O)[O-])cc2)c1NO,-4
COc1ccc(C(=O)NCc2nnc(SCC(=O)N3CCOCC3)o2)cc1,-5

The listing continues.
compound,E-sel TNF inh
O=C(O)c1cccc(C(=O)c2cccc(C(=O)O)c2)c1,-21
Cc1ccc(C)n1-c1ccc(N(C)C)cc1,-6
CC(Sc1ccsc1[N+](=O)[O-])C(=O)NCc1ccccc1 (centres undefined),-10
CC(NC(=O)c1ccc2c(c1)OCCO2)c1ccc(S(N)(=O)=O)cc1 (centres undefined),55
CCOc1ccc(CC(=O)NCC2(N3CCCCC3)CCCCC2)cc1,-29
CCOCc1nnc(NC(=O)c2ccc(NC(C)=O)cc2)s1,-5
CCOC(=O)C1CCCN(CC(O)COCc2ccc3c(c2)OCO3)C1 (centres undefined),-7
COc1cc(/C=C/C(=O)c2ccccc2O)cc(OC)c1OC,-48
Clc1ccc(COc2ccccc2-c2ccnc3ncnn23)cc1,5
CC(C)c1ccc(N(CC(=O)NCCSCc2ccco2)S(C)(=O)=O)cc1,-13

Entries shown so far that have two or more sulfur atoms, in the order listed:
compound,E-sel TNF inh
COCCN(CCOC)C(=S)Nc1cc(S(=O)(=O)N(C)C)ccc1C,-12
CCN1CCN(C(c2cccs2)C(C)NS(=O)(=O)c2ccccc2)CC1 (centres undefined),2
CCc1cccc(NC(=O)CN(C)S(=O)(=O)c2cccs2)c1,11
CCCCNC(=S)N/N=C/c1sccc1C,14
COc1ccc2ccccc2c1/C=N/N1C(=O)CSC1=S,-14
O=C1NC(=Nc2ccccc2)S/C1=C/c1cccs1,30
O=C(CCCN1C(=O)/C(=C/c2cccs2)SC1=S)Nc1cccnc1,-25
Cc1cc(C)cc(-n2nnn(C3C/C(=N/NC(N)=S)C4OCC3O4)c2=S)c1 (centres undefined),15
COc1ccc(NC(=O)c2ccc3c(c2)NC(=O)CS3)cc1S(=O)(=O)Nc1ccc(Br)cc1,0
O=C(Oc1ccccc1-c1csnn1)c1cccs1,3
FC(F)(F)c1nnc2n1N=C(c1cccs1)CS2,-13
CC(Sc1ccsc1[N+](=O)[O-])C(=O)NCc1ccccc1 (centres undefined),-10
CC(C)c1ccc(N(CC(=O)NCCSCc2ccco2)S(C)(=O)=O)cc1,-13
